# Compound activity: PubChem, The Scripps Research Institute Molecular Screening Center
# FBW7 act – FBW7 E3 ligase activators, primary screen, biochemical, AlphaScreen, human. AlphaScreen FBW7–phospho-cyclin E peptide binding, activator screen. AID 1259310, 2017. normalized activity (activation), % at 26.1 µM. F-box/WD repeat-containing protein 7 (Homo sapiens), Q969H0. 650,000 tested, 0.13% active; in the data active = normalized activity above about 1.9%;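 also: purified mutant Fbw7 with reduced substrate affinity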
# MITF inh – MITF inhibitors, primary screen, biochemical, AlphaScreen, human; AlphaScreen MITF homodimerization, bead proximity signal; 650,000 tested, 0.91% active; AID 1259374, 2018; inhibition, % at 2.6 µM; in the data active = inhibition above about 50%;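 also: 0% = vehicle wells with protein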
# Target sequence (O75030 whole entry, looked up): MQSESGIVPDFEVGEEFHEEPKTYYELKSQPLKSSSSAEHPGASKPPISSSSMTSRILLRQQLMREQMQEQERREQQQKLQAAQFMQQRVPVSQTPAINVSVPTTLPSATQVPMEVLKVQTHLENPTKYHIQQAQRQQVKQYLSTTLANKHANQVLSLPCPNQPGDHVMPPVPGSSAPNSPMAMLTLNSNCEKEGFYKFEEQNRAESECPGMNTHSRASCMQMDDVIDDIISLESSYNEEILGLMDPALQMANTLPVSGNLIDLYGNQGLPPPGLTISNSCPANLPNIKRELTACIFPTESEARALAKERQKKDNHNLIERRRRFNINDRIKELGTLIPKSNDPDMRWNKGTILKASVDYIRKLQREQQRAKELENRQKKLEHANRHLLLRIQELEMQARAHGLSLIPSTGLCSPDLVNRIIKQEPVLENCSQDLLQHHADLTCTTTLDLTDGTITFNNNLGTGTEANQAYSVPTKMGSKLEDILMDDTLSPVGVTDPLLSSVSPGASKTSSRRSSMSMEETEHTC
# TEAD-YAP block – TEAD-YAP interaction inhibition, primary screen, TEAD-YAP interaction inhibitor project, luminescence, HEK-TIYL cells; TEAD-Gal4/YAP UAS-luciferase luminescence; inhibition, % at 9.12 µM; AID 1259422, 2018; 640,000 tested, 1.4% active; in the data active = inhibition above about 32%;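 also: 0% = median of test compound wells and 100% = reference inhibitor wells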
# GPR151 ag – activators of human GPR151, primary screen, cell-based, PathHunter beta-arrestin, luminescence; G-protein coupled receptor 151 (Homo sapiens), Q8TDV0; PathHunter beta-arrestin GPR151 cells; activation, % at 11.2 µM; 650,000 tested, 1% active; in the data active = activation above about 4.9%;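 also: 0% = median of compound wells and 100% = cells with positive control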
# Target sequence (Q8TDV0 whole entry, looked up): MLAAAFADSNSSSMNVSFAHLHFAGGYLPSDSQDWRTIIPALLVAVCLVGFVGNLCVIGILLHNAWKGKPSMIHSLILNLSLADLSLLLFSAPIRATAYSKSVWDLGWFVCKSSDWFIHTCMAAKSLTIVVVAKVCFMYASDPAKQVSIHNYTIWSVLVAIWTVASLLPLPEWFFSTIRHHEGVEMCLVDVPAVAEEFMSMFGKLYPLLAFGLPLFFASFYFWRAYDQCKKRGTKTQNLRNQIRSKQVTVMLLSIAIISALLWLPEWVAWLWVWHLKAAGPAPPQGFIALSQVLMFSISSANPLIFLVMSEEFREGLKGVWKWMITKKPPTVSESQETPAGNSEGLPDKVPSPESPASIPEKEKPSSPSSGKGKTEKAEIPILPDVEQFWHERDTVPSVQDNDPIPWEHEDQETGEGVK
# The depositor's hits bear a star; & = joins results of further samples.
# Below each compound – FBW7 act	MITF inh	TEAD-YAP block	GPR151 ag
1. COc1ccccc1-n1c(CNC(=O)c2ccccc2C(F)(F)F)n[nH]c1=S
 : -0.1	3.2	-10.9	1.1
2. CC(C)CC(O)C1CCN(Cc2nc(-c3ccccn3)no2)CC1 (stereo not drawn)
 : -0.2	3.6	-0.9	1.5
3. O=C(N/N=C/c1cccc(Cl)c1)c1cccc([N+](=O)[O-])c1
 : -0.1	0.3	-2.3	1.4
4. COC(C(=O)NCc1nc(-c2ccncc2)n[nH]1)c1ccccc1 (stereo not drawn)
 : 0.1	-1.0	0.2	-0.2
5. CCC(C)NC(=O)CN(Cc1ccc(F)cc1)S(=O)(=O)c1ccc(Cl)cc1 (stereo not drawn)
 : -0.3	69.7*	0.3	-0.4
6. O=C(COC(=O)C1CC1)c1c[nH]c2ccccc12
 : 0.1	17.0	-67.2	-1.8
7. O=C(Nc1ccc(F)c([N+](=O)[O-])c1)c1cc(I)ccc1Cl
 : -0.2	-6.4	6.8	-0.6
8. Cc1ccccc1N1C(=O)C2C(c3ccccc3)OC3(C(=O)c4ccccc4C3=O)C2C1=O (stereo not drawn)
 : -0.1	-2.0	12.0	1.2
9. CCN1C(=O)/C(=C2\SC(N)=NC2=O)c2cc([N+](=O)[O-])ccc21
 : 0.0	10.2	6.5	-1.0
10. FC(F)Oc1ccccc1C=NCc1cn2ccccc2n1
 : -0.5	8.3	-10.8	0.4
11. CCOC(=O)c1sc(NC(=O)c2ccc(C)cc2)nc1C
 : 0.0	-1.5	-42.3	-0.9
12. COc1ccccc1NS(=O)(=O)c1cccc(NC(=O)c2cc(=O)[nH]c(=O)[nH]2)c1
 : -0.1	2.8	4.3	-0.8
13. CCN(CC)CCCN(C(=O)CCl)c1nc(-c2ccccc2)cs1
 : -0.1	-3.5	-1.0	-0.4
14. O=C(NCCN1CCN(S(=O)(=O)c2ccc3ccccc3c2)CC1)C(=O)Nc1ccc(Cl)cc1
 : 0.1	-2.6	6.0	-0.7
15. CCOC(=O)c1ccc(NC(=O)/C=C/c2ccc(OC)cc2)cc1
 : 0.1	18.5	-1.3	-0.9
16. COc1cccc(-c2nnc3sc(NC(=O)c4cc(OC)c(OC)c(OC)c4)nn23)c1
 : -0.1	-0.4	6.0	0.0
17. Cc1cc(-c2nnc(CCC(=O)NCCc3ccccc3Cl)o2)c(C)o1
 : 0.2	1.1	5.7	-0.6
18. COCCN(C(=S)Nc1ccc(OC)cc1)C1CCN(C(C)C)CC1
 : 0.0	-2.9	0.7	-0.4
19. CC(=O)N1CCN(C(=O)NC2CC(=O)N(c3ccc(F)cc3)C2)CC1 (stereo not drawn)
 : 0.3	4.4	-2.3	-0.3
20. O=C(Nc1ccc(Br)cc1)NC(c1ccccc1)c1ccccc1
 : 0.4	11.5	5.8	0.3
21. CC(=O)CSc1nc(C)nc2sc3c(c12)CCCC3
 : 0.7	23.6	-6.6	-2.5
22. CCOCC(=O)Nc1ccc(-c2nnc(N(C)c3ccccc3)s2)cc1
 : -0.2	-3.3	-2.2	-0.5
23. COc1cc(/C=C2/C(=N)N3N=C(Cc4ccccc4)SC3=NC2=O)ccc1OCCOc1ccccc1C
 : -0.2	8.7	6.3	-0.1
24. O=C(Nc1ccc2oc(-c3cccc(Cl)c3Cl)nc2c1)c1ccc(Br)o1
 : 0.5	11.5	-11.1	-1.0
25. Cc1cc(NC(=O)CSc2nc3ccsc3c(=O)n2-c2ccc(Cl)c(C)c2)n[nH]1
 : 0.5	-1.6	-1.0	-1.0
26. COc1ccc(Cl)cc1NC(=O)CS(=O)(=O)c1ccccc1
 : 0.0	10.2	-1.8	0.4
27. CCCCn1c(CNC(=O)COc2ccccc2)nnc1SC(C)C(=O)Nc1sc2c(c1C(=O)OCC)CCCC2 (stereo not drawn)
 : 0.0	-16.9	-3.8	-1.0
28. O=c1c2c(-c3ccccc3)csc2ncn1/N=C/c1ccc([N+](=O)[O-])o1
 : -0.1	-3.6	17.1	-0.3
29. CN(C)CCN(C)Cc1ccc([N+](=O)[O-])cc1
 : 0.6	83.0*	6.0	-1.3
30. Cc1cccc(CSc2ncn[nH]2)c1
 : 0.1	3.3	-10.8	-1.3
31. CCC(Nc1ccc(Br)cc1)C(=O)N/N=C/c1cccnc1 (stereo not drawn)
 : 0.2	1.9	5.6	-0.2
32. COc1ccc(C2CC(C(F)(F)F)n3nc(C(=O)N4CCCCC4)cc3N2)cc1OC (stereo not drawn)
 : 0.0	-5.7	38.0*	0.2
33. CCC(C(=O)NNC(=O)Nc1cc(C)ccc1OC)c1ccccc1 (stereo not drawn)
 : 0.2	13.1	16.0	-0.9
34. CCN1CCN(CCCN2C(=S)N(c3ccc(Cl)cc3)C(=O)C2CC(=O)Nc2ccc(F)cc2)CC1 (stereo not drawn)
 : 0.0	22.8	-12.0	0.8
35. COC(=O)c1c(NC(=O)c2ccc(Br)s2)sc2c1CC(C)(C)NC2(C)C
 : -0.1	-9.3	5.6	0.9
36. Cc1ccc(-c2nnc(SCC(=O)Nc3ccc(C)c(C)c3C)nc2-c2ccc(C)cc2)cc1
 : 0.0	8.0	-16.2	2.2
37. CCCN(C(=O)c1cc(OC)c(OC)c(OC)c1)c1cccc(O)c1
 : -0.3	1.9	7.2	1.0
38. CCCCOc1ccc(NC(=O)Nc2ccc3c(c2)N(C(=O)COC)CCC3)cc1
 : 0.2	-7.9	13.2	-1.3
39. COC1(C2=NCCN2)COc2ccccc2O1 (stereo not drawn)
 : 0.3&-0.1	8.7&16.7	1.6	-0.8&1.8
40. CC(NC(=O)C1COc2ccccc2O1)C(=O)O (stereo not drawn)
 : 0.9	16.0	-1.8	-0.9

# Compounds above that contain bromine (four):
# Below each compound – FBW7 act	MITF inh	TEAD-YAP block	GPR151 ag
20. O=C(Nc1ccc(Br)cc1)NC(c1ccccc1)c1ccccc1
 : 0.4	11.5	5.8	0.3
24. O=C(Nc1ccc2oc(-c3cccc(Cl)c3Cl)nc2c1)c1ccc(Br)o1
 : 0.5	11.5	-11.1	-1.0
31. CCC(Nc1ccc(Br)cc1)C(=O)N/N=C/c1cccnc1 (stereo not drawn)
 : 0.2	1.9	5.6	-0.2
35. COC(=O)c1c(NC(=O)c2ccc(Br)s2)sc2c1CC(C)(C)NC2(C)C
 : -0.1	-9.3	5.6	0.9

# Remaining list, next part.
# Below each compound – FBW7 act	MITF inh	TEAD-YAP block	GPR151 ag
41. COC(=O)c1cc(NC(=O)c2sc3cc(C)ccc3c2Cl)cc(C(=O)OC)c1
 : 0.6	3.8	-5.2	-0.9
42. Cc1ccc(/C=N/NC(=O)c2nc3nc(C)cc(C)n3n2)cc1
 : 0.0	-6.6	-13.9	-1.2
43. O=C(NCCn1nnn(-c2ccccc2)c1=O)c1ccc2c(c1)OCO2
 : -0.1	-4.7	-5.1	-0.7
44. Nc1ncnc2c1ncn2C1OC(COP(=O)(O)OP(=O)(O)O)C(O)C1O (stereo not drawn)
 : -0.2	12.4	6.4	2.2
45. Cc1cccc(C)c1-n1c(=S)sc2c(=O)n(-c3cccc(Cl)c3)c(=S)[nH]c21
 : 0.0	12.3	-9.6	-1.9
46. CC(NC(=O)C1CC(O)CN1C(=O)Nc1ccccc1)c1cccs1 (stereo not drawn)
 : 0.0	-13.0	0.6	-1.7
47. O=C(NCc1nnc(SCC(=O)N2CCN(c3ccccc3)CC2)o1)c1ccccc1
 : 0.0	-1.7	9.4	2.7
48. Cc1ccc2nc(NC(=O)CSc3nnc(C)c(=O)[nH]3)sc2c1
 : 0.0	16.0	10.7	-2.6
49. CCOC(=O)c1c(-c2ccc(-c3ccccc3)cc2)csc1NC(=O)c1ccccc1OC(C)=O
 : 0.1	-6.0	-7.0	-0.6
50. COc1ccc(C(Nc2ccccn2)c2c(O)ccc3ncccc23)cc1 (stereo not drawn)
 : -0.2	8.1	10.7	-0.9
51. CC(=O)c1c(C)[nH]c(C(=O)CN(C)CC(=O)Nc2ccc(Cl)c(C(F)(F)F)c2)c1C
 : 0.3	14.9	1.9	-1.3
52. CCOC(=O)c1cccc(NS(=O)(=O)c2c(C)[nH]c(=O)[nH]c2=O)c1
 : 0.0	1.8	1.4	0.8
53. CCCN1Cc2cccc(C(=O)Nc3ccc(C)c(F)c3)c2C1=O
 : 0.1	7.6	-2.3	0.2
54. COc1cc(N2C(=O)c3ccccc3C2=O)c(Cl)cc1C(=O)C(C#N)c1ccccn1 (stereo not drawn)
 : 0.0	10.6	1.3	-0.9
55. CC(c1nc2ccccc2o1)N1C(=O)c2ccccc2C1=O (stereo not drawn)
 : -0.1	5.1	0.9	0.2
56. CC(C)(C)n1nc2c(c1NC(=O)c1ccccc1Cl)CSC2
 : 0.7	-13.8	-5.3	0.2
57. CCNC(=O)c1nn(CC2CC2)c2c1CN(Cc1cccc(O)c1)CC2
 : -0.1	0.2	9.6	-0.2
58. COCCNC(=O)Cn1c2c(c3ccccc31)CCC2
 : -0.1	6.3	-14.1	1.4
59. CCS(=O)(=O)Nc1ccc(-c2nnc(SCC(=O)Nc3cccc(F)c3)o2)cc1
 : 0.0	5.9	-48.3	-0.1
60. COc1ccc(CNC(=S)N2CCCC(C(F)(F)F)C2)cc1 (stereo not drawn)
 : 0.2	5.2	1.8	0.0

# Profiles from above:
# Results for COCCNC(=O)Cn1c2c(c3ccccc31)CCC2 → FBW7 act: -0.1; MITF inh: 6.3; TEAD-YAP block: -14.1; GPR151 ag: 1.4
# Results for CCS(=O)(=O)Nc1ccc(-c2nnc(SCC(=O)Nc3cccc(F)c3)o2)cc1 → FBW7 act: 0.0; MITF inh: 5.9; TEAD-YAP block: -48.3; GPR151 ag: -0.1

# Next structures follow:
# Below each compound – FBW7 act	MITF inh	TEAD-YAP block	GPR151 ag
61. CN1C=C(C(N)=O)C=CC1=C1C(=O)c2ccccc2C1=O
 : 0.0	0.1	2.9	1.1
62. CCOC(=O)C(C(=O)OCC)C(CC(=O)c1ccccc1)c1ccccc1 (stereo not drawn)
 : -0.1	7.5	4.9	0.7
63. Cc1ccc(CN(Cc2ccco2)C(=S)Nc2cc(C)cc(C)c2)cc1
 : -0.1	-11.6	-5.1	-0.8
64. Cc1nnc(NC(=O)CSc2nc(-c3ccco3)nc3c2c(=O)n(C)c(=O)n3C)s1
 : 0.0	2.6	-2.9	1.7
65. CCOC(=O)/C(=C/C(=O)c1cccc2ccccc12)Nc1ccccc1
 : 0.1	2.6	-1.4	0.1
66. CC(=O)Nc1ccc(S(=O)(=O)Nc2ccc(S(=O)(=O)Nc3nccc(C)n3)cc2)cc1
 : -0.1	-6.7	-4.9	-0.6
67. COc1ccc(OC)c(C2C(C#N)=C(N)Oc3n[nH]c(-c4ccncc4)c32)c1 (stereo not drawn)
 : -0.4	-3.6	-4.0	0.6
68. COc1ccc(C(=O)Nc2ccc(NC(=O)C3CC3)cn2)cc1
 : 0.0	6.5	-3.1	0.0
69. COc1cc(C2C(C#N)=C(N)OC3=C2C(=O)CC(c2ccco2)C3)cc(OC)c1OC (stereo not drawn)
 : 0.0	17.1	15.8	-0.4
70. CCCCN(C)Cc1cc(-c2ncccn2)ccc1O
 : -0.1	5.5	8.7	1.3
71. CC1CCCC(NS(=O)(=O)c2cc(Br)cnc2N)C1C (stereo not drawn)
 : 0.0	5.4	4.5	-0.5
72. CCOC(=O)C1=C(C)N=c2s/c(=C\c3ccc(OC(C)=O)c(OC)c3)c(=O)n2C1c1ccc(OC)c(OC)c1 (stereo not drawn)
 : 0.3	26.0	8.9	1.5
73. S=C(NCc1ccco1)N1CCC2(CC1)OCCO2
 : 0.5	-15.4	8.0	-0.8
74. COC(=O)c1cc(Cl)nc2ccccc12
 : 0.4	4.2	11.6	-1.2
75. OCCC1CN(Cc2cnc(-c3ccccc3)s2)CCN1C1CCCC1 (stereo not drawn)
 : 0.1	-0.8	3.5	2.5
76. CC(C)C1=NN2C(=N)/C(=C/c3cccc(OCc4ccc(F)cc4)c3)C(=O)N=C2S1
 : -0.2	2.4	-35.3	-2.4
77. COc1cc(CC(=O)N2CCCCC2c2nc3ccccc3[nH]2)cc(OC)c1OC (stereo not drawn)
 : -0.1	0.3	6.5	-0.1
78. N#Cc1ccc(CNC(=O)Nc2ccccc2)cc1
 : -0.1	1.2	-3.3	0.5
79. NS(=O)(=O)c1ccc2c(c1)C1C=CCC1C(c1ccc(Br)cc1)N2 (stereo not drawn)
 : 0.0	13.0	1.9	0.4
80. COC(=O)c1cccc(CC2(C)C(=O)Nc3ccc(OC)cc32)c1 (stereo not drawn)
 : 0.1	-19.8	-7.0	1.1
81. CN(C)c1ccc(Nc2nc(-c3cccs3)cs2)cc1
 : -0.2	13.9	69.8*	-1.6
82. CCOC(=O)c1c(-c2cccs2)csc1NC(=O)C#Cc1ccccc1
 : -0.1	-11.9	-3.0	-0.6
83. COc1ccc(-c2noc(CNC(=O)COc3ccccc3OC)n2)cc1
 : 0.1	2.5	8.0	-0.7
84. OC(CN1CCCN(Cc2ccc(F)cc2)CC1)C(F)(F)F (stereo not drawn)
 : -0.3	6.7	6.5	0.5
85. CCNc1cc(Nc2ccc(C)c(Cl)c2)c([N+](=O)[O-])c2nonc12
 : 0.0	7.9	3.1	1.0
86. CCOc1ccccc1C(=O)Nc1ccc(F)c(F)c1
 : 0.3	6.4	0.2	-0.2
87. Cc1cccc(C(=O)NNC2CC(=O)N(c3ccc(Br)cc3)C2=O)c1 (stereo not drawn)
 : 0.2	-3.2	-10.2	-0.5
88. COc1cc(C)cc2oc(=O)c(Cc3ccccc3)c(C)c12
 : 0.7	5.8	-0.1	-1.1
89. CCOc1ccc(NC(=O)C2C(c3ccccc3)C2(Cl)Cl)cc1 (stereo not drawn)
 : -0.1	17.1	0.5	3.9
